# XIAP antagonists: XIAP antagonists, biochemical, IAP family, fluorescence polarization (AID 1018) | 200,000 compounds, 0.007% hits | XIAP BIR domain, fluorescence polarization peptide displacement; higher % means a stronger effect | displacement, % at 20 µM, or IC50 in µM where a hit was titrated; in the data active = displacement above about 50%; also: a part of the inactive calls stands beside numbers as strong as those of hits
# TNAP activation fold: human TNAP enzyme activators, primary screen, biochemical, luminescent, no phosphate acceptor, uHTS (AID 1001); purified TNAP, luminescent activation assay, no phosphate acceptor; higher activation fold means a stronger effect; activation fold at 20 µM, or EC50 in µM where a hit was titrated; 200,000 compounds, 0.03% hits; in the data active = activation fold from about 3, or a potency from the dose series; inactive = the rest, 99 in 100 with activation fold below about 1.6; also: many of its hits are not listed in these tables
# Myeloid diff 2: promotes myeloid progenitor differentiation | calls only at 10 µM | ER-HoxA9 myeloid progenitors, lysozyme-GFP differentiation, flow cytometry | 360,000 compounds, 1% hits;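 active = normalized GFP-positive differentiation at or above the plate's own cutoff, the solvent-only control mean plus 3 SD; inconclusive = no clear call, values can overlap the other calls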;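 also: cells exposed to compound for four days before flow analysis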
# WT yeast gro inh: growth inhibition of WT yeast, mitochondrial fusion screen; mitochondrial fusion phenotypic screen, WT strain; inhibition, % at 10 µM; 190,000 compounds, 2.1% hits; AID 1362; in the data active = inhibition above about 58%; tested in S. cerevisiae
# PhoP inhibition: PhoP-dependent GFP reporter repression – Salmonella Typhimurium, primary screen (AID 1863). S. Typhimurium PhoP-regulated promoter GFP reporter, 4 h; higher % means a stronger effect. inhibition, % at 50 µM; hits with a dose series show IC50 in µM. 300,000 compounds, 0.16% hits;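 active = inhibition over 29.93%, a cutoff 3 SD above the screen mean, later confirmed by dose response; inconclusive = inhibition over 29.93% but no dose response follow-up; inactive = inhibition at most 29.93% or unconfirmed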;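 also: 0% = low Mg2+ inducing control and 100% = high Mg2+ repressing control; strong numbers were not always called active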
# RSV antiviral HEp-2: inhibition of RSV-induced cytopathic effect – HEp-2 cells, primary 10 µM value included (AID 2391); HEp-2 cells, RSV-induced CPE inhibition; higher % means a stronger effect; one-dose CPE inhibition, % at 10 µM; IC50 in µM for titrated hits; 310,000 compounds, 0.13% hits; in the data active = a potency from the dose series; inconclusive = CPE inhibition mostly from about 23% at the one dose, without a potency; inactive = the rest, 99 in 100 with CPE inhibition below about 21%; also: strong numbers were not always called active
# SIAH1 antagonists: Siah-1 peptide-binding antagonists, primary screen, biochemical, fluorescence polarization, rhodamine-plectin, uHTS (AID 1817); 290,000 compounds, 0.02% hits; displacement, % at 20 µM, or IC50 in µM where a hit was titrated; Siah-1 / rhodamine-plectin peptide fluorescence polarization; higher % means a stronger effect;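 active = displacement of at least 50% at 20 µM, with a fluorescence ratio check between 0.3 and a set limit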;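 also: plate controls were Siah plus tracer with DMSO for no effect and tracer alone without Siah for full effect; strong numbers were not always called active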
# PMI inhibitors: inhibitors of human PMI, primary screen, biochemical, fluorescence intensity, coupled assay (AID 1209); purified PMI enzyme, coupled fluorescence intensity; higher % means a stronger effect; 190,000 compounds, 0.42% hits; inhibition, % at 20 µM, or IC50 in µM where a hit was titrated;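 also: plate controls were DMSO vehicle for no effect and wells lacking substrate for full effect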
# PMI inhibition: human PMI inhibitors, high substrate, primary screen, biochemical, fluorescence intensity, high mannose 6-phosphate (AID 1220); recombinant PMI enzyme, coupled fluorescence intensity; higher % means a stronger effect; one-dose inhibition, % at 20 µM; IC50 in µM for titrated hits; 190,000 compounds, 0.66% hits
# WT yeast gro inh mutant strain: second read-out of WT yeast gro inh, no call of its own (marks repeat the call); inhibition, %; mitochondrial fusion phenotypic screen, mutant strain inhibition
# Myeloid diff 2 GFP+ MAC1+ %: recorded beside Myeloid diff 2, whose call it bears; GFP+ MAC1+ double positive, %; measured here: differentiation confirmed by MAC1 staining
# Active calls of the source: *; i = inactive; ? = inconclusive; . = not tested or not shown; + = active, no number. Rule as the data show it, unless noted: active = inhibition above about 50%; inactive = the rest.
SMILES,XIAP antagonists,TNAP activation fold,Myeloid diff 2,Myeloid diff 2 GFP+ MAC1+ %,WT yeast gro inh,WT yeast gro inh mutant strain,PhoP inhibition,RSV antiviral HEp-2,SIAH1 antagonists,PMI inhibitors,PMI inhibition
CN1CCN(Cc2c(O)ccc3c(-c4ccccc4)cc(=O)oc23)CC1,-2.4%,1.1,i,0.4,-9,-12,-2%,-1.3%,-3%,-3%,2%
COc1cccc(C(=O)Nc2nnc(C3CCCO3)s2)c1 (stereo unspecified),-0.8%,1.1,i,1.3,-1,-1,-5%,-0.7%,-5%,-14%,-14%
O=C(NC1CCN(Cc2ccccc2)CC1)C(NS(=O)(=O)c1cccc2nsnc12)c1ccccc1 (stereo unspecified),-7.3%,1.1,i,0.9,-6,-7,4%,-2.1%,-5%,2%,2%
O=C(NCc1ccccc1)C1=C[C@@H](c2csc3ccccc23)C[C@@H](OCc2ccc(CO)cc2)O1,-3.1%,1,+,5.4*,0,-6,-2%,-3.5%,-8%,32%,44%
O=C(COc1ccc(Cl)cc1)N/N=C/CCc1ccccc1,1.5%,1.1,i,1.2,-7,0,3%,1.0%,-5%,5%,4%
C#CCOc1ccc(Br)cc1C(c1c(C)[nH][nH]c1=O)c1c(C)[nH][nH]c1=O,.,.,i,0.5,.,.,3%,-0.3%,-4%,.,.
CCOc1ccc(NC(=O)c2ccc(NC(=S)NC3CCCCC3)cc2)cc1,-4.1%,1.1,?,.,2,-3,2%,8.7%,3%,-4%,53%*
CN1CCN(C(=O)c2ccc(-c3ccccc3)cc2)CC1,.,.,i,0.9,.,.,0%,-1.1%,7%,.,.
Cc1cccc(-n2ncc3c2CCCC3NC(=O)c2ccc[n+]([O-])c2)c1C (stereo unspecified),.,.,i,3.4,.,.,8%,-2.0%,1%,.,.
CCS(=O)(=O)c1nc(S(=O)(=O)c2ccc(C)cc2)c(N2CCCC(C)C2)s1 (stereo unspecified),.,.,i,1.3,.,.,-5%,2.8%,4%,.,.
O=C(O)CSc1cc(NS(=O)(=O)c2ccc(Cl)cc2)c2ccccc2c1O,.,.,i,0.2,.,.,-5%,3.9%,6%,.,.
COc1ccc(CNCC(O)(c2ccc(F)cc2)c2ccc(F)cc2)cc1OC,.,.,i,0.8,.,.,-2%,12%,5%,.,.
C1CN(CCN2CCOCC2)CCN1,.,.,i,0.4,.,.,-3%,3.1%,4%,.,.
COc1cccc(NC(=O)NC2(C(=O)N3CCC(O)CC3)CCCCC2)c1,.,.,i,1.3,.,.,-6%,1.7%,-1%,.,.
CN(C(=O)c1ccc(Br)o1)C1(C)CCS(=O)(=O)C1 (stereo unspecified),.,.,i,1.1,.,.,3%,1.1%,-1%,.,.
O=C(Cn1cc(C(=O)C(F)(F)F)c2cc(Br)ccc21)N1CCOCC1,-5.3%,1.1,i,0.6,2,-9,3%,0.6%,14%,-1%,10%
COc1cccc(C(=O)NC2CC(C)(C)Cc3c2cnn3-c2cccc(F)c2)c1OC (stereo unspecified),.,.,i,0.6,.,.,-9%,1.1%,0%,.,.
CC(C)CC(c1nnnn1C1CCCCC1)N1CCN(c2ncccn2)CC1 (stereo unspecified),-1.3%,1,i,1.9,42,23,14%,3.1%,-7%,2%,2%
Oc1ccc(-c2csc(-c3cccnc3)n2)cc1O,.,.,i,0.6,.,.,2%,18%,-4%,.,.
COc1ccc(-c2nc(NC(=O)Cn3ccc(C(F)(F)F)n3)sc2C)cc1,-3.3%,1.1,i,0.9,23,24,7%,15%,2%,10%,9%
Cc1cccc(C)c1-n1nnnc1-c1cnccc1C(F)(F)F,.,.,i,0.5,.,.,-11%,1.1%,0%,.,.
COc1ccc(C(=O)Nc2cc(C)c3c(=O)oc4ccccc4c3n2)cc1,0.5%,1.1,i,3.1,4,-5,3%,3.7%,7%,9%,23%
Cc1cccc(-n2nc(CC#N)c(C#N)c2N)c1,-2.2%,1.3,i,0.3,0,-1,3%,6.2%,-2%,2%,10%
Nc1nonc1-n1nnc(C(=O)N/N=C/c2ccc(Br)cc2)c1CSC1=NCCS1,1.5%,0.9,i,0.6,13,-2,44%,4.0%,8%,14%,4%
CCCC(=O)OCC(=O)Nc1ccccc1C#N,-6.4%,1,i,0.0,1,-7,14%,2.6%,-1%,2%,6%

# Additional records follow.
SMILES,XIAP antagonists,TNAP activation fold,Myeloid diff 2,Myeloid diff 2 GFP+ MAC1+ %,WT yeast gro inh,WT yeast gro inh mutant strain,PhoP inhibition,RSV antiviral HEp-2,SIAH1 antagonists,PMI inhibitors,PMI inhibition
O=C(O)c1occc1CSc1ccccc1,.,.,i,0.9,.,.,1%,0.5%,-4%,.,.
CCNc1ccc(Br)cc(C(=O)/C=C/c2ccc3c(c2)OCO3)c1=O,-3.6%,1,i,0.7,28,11,-8%,24%,6%,24%,2%
CS(=O)(=O)NCCCCCCNS(C)(=O)=O,-2.9%,1.1,i,0.0,-6,-2,-6%,-0.4%,-5%,-24%,-26%
N#CCCCCN1CCCC1,.,.,i,0.7,.,.,1%,1.6%,5%,.,.
COc1ccc(OCCC(=O)OCC(=O)Nc2cccc(Br)c2)cc1,-4.3%,1.1,i,0.7,22,7,-1%,1.0%,5%,19%,22%
Cc1cc(NS(=O)(=O)c2ccc(NC(=O)CSc3nc4ncccc4[nH]3)cc2)nc(C)n1,.,.,i,0.3,.,.,7%,0.0%,-2%,.,.
CCCC/C(C)=N/NC(=O)c1cn(-c2ccccc2)nc1-c1ccccc1,0.0%,1,i,0.5,-7,6,-6%,2.3%,-2%,10%,-1%
Cc1ccc(-n2nnnc2SCC(=O)N2c3ccccc3NC(=O)C2(C)C)cc1,0.5%,1.2,i,1.7,0,-2,-4%,-0.3%,5%,5%,12%
COc1ccc(CNS(=O)(=O)c2ccc(-n3cccn3)cc2)cc1,.,.,i,0.6,.,.,0%,20%,9%,.,.
CCCc1[nH]c(=O)c(C#N)c2c1COC(C)(C)C2,-2.2%,1,i,0.6,8,20,-4%,0.3%,-2%,-4%,-2%
COc1ccc2cc(CCNC(=O)c3ccc4c(c3)OCO4)c(=O)[nH]c2c1,-3.7%,1.1,i,1.5,0,2,5%,2.0%,1%,11%,8%
COc1ccc(C2CC(=O)c3ccccc3O2)cc1 (stereo unspecified),-2.1%,1.1,i,1.0,-8,-6,1%,4.3%,19%,-6%,-1%
CC(C)(C)c1ccc(-c2n[nH]c(=S)n2Cc2ccccc2)cc1,.,.,i,0.2,.,.,4%,?,1%,.,.
Cc1cc(C)cc(N(CC(=O)Nc2ccc(C)cc2Cl)S(=O)(=O)c2c(C)[nH]c(=O)[nH]c2=O)c1,.,.,i,0.7,.,.,-6%,5.3%,0%,.,.
COC(=O)CN(c1ccc(OC)cc1OC)S(=O)(=O)c1ccccc1[N+](=O)[O-],-6.8%,1.1,i,0.0,-13,-2,-9%,0.7%,4%,.,.
COc1ccc(-c2cc(C(=O)Nc3ccc(OC)c(OC)c3)no2)cc1,.,.,i,0.4,.,.,-6%,0.1%,1%,.,.
COc1ccc(CC(=O)Nc2ccc(S(=O)(=O)Nc3nccc(C)n3)cc2)cc1,-0.8%,1.1,i,1.2,3,-1,3%,1.2%,-1%,5%,0%
O=c1[nH]nc(-c2ccc(NCCCO)c([N+](=O)[O-])c2)c2ccccc12,.,.,i,0.6,.,.,4%,1.4%,7%,.,.
O=C(Nc1cccc(-c2nc3cc(Cl)ccc3o2)c1)C1CCCO1 (stereo unspecified),-3.3%,1,i,7.6,24,27,15%,11%,9%,6%,0%
Cn1cccc1-c1cc(C(=O)N2CCc3c([nH]c4ccccc34)C2c2ccccn2)[nH]n1 (stereo unspecified),-8.8%,0.8,i,0.5,33,13,5%,20%,6%,-2%,-2%
CS(=O)(=O)c1ccccc1C(=O)Nc1ccc(-c2nc3ccccc3[nH]2)cc1,.,.,i,0.8,.,.,2%,2.7%,3%,.,.
CCc1ccc(CNC(=O)CCc2nc(-c3cccs3)no2)cc1,1.3%,1.1,i,2.7,5,-5,9%,2.8%,2%,12%,3%
CN(C)S(=O)(=O)n1cc(/C=C(\NC(=O)c2ccccc2F)C(=O)NCCCN2CCOCC2)c2ccccc21,.,.,i,0.4,.,.,-5%,-0.5%,-2%,.,.
CCc1ccc2oc(-c3cccc(N)c3)nc2c1,-4.2%,1,i,0.9,0,1,5%,15%,4%,0%,5%
CN1CCN(CCNC(=O)c2ccc3nc(-c4ccc(F)cc4)c(-c4ccc(F)cc4)nc3c2)CC1,.,.,i,0.0,.,.,1%,0.8%,-2%,.,.
CC(=O)NCCOC(=O)Nc1ccncc1,-1.1%,1,i,1.0,8,9,-3%,-0.8%,0%,-2%,-1%
CCCn1c(=O)c(C(=O)NC(C)c2ccccc2)c(O)c2ccccc21 (stereo unspecified),.,.,i,0.6,.,.,-4%,5.7%,2%,.,.
CN(C)C(=O)c1cc([N+](=O)[O-])ccc1O,-10%,1,i,0.5,-7,6,3%,0.1%,-3%,4%,2%
CC1(C)OC(=O)C(=NNc2ccccc2C(=O)O)C(=O)O1,.,.,i,1.5,.,.,-5%,0.5%,17%,.,.
CCOc1cc(C#N)c(NC(=O)Cn2nnc3ccccc32)cc1OCC,-5.7%,1.1,i,0.6,9,-3,6%,0.8%,2%,-6%,-4%

# A run of entries of the results above, for reference:
SMILES,XIAP antagonists,TNAP activation fold,Myeloid diff 2,Myeloid diff 2 GFP+ MAC1+ %,WT yeast gro inh,WT yeast gro inh mutant strain,PhoP inhibition,RSV antiviral HEp-2,SIAH1 antagonists,PMI inhibitors,PMI inhibition
N#CCCCCN1CCCC1,.,.,i,0.7,.,.,1%,1.6%,5%,.,.
COc1ccc(OCCC(=O)OCC(=O)Nc2cccc(Br)c2)cc1,-4.3%,1.1,i,0.7,22,7,-1%,1.0%,5%,19%,22%
Cc1cc(NS(=O)(=O)c2ccc(NC(=O)CSc3nc4ncccc4[nH]3)cc2)nc(C)n1,.,.,i,0.3,.,.,7%,0.0%,-2%,.,.
CCCC/C(C)=N/NC(=O)c1cn(-c2ccccc2)nc1-c1ccccc1,0.0%,1,i,0.5,-7,6,-6%,2.3%,-2%,10%,-1%
Cc1ccc(-n2nnnc2SCC(=O)N2c3ccccc3NC(=O)C2(C)C)cc1,0.5%,1.2,i,1.7,0,-2,-4%,-0.3%,5%,5%,12%
COc1ccc(CNS(=O)(=O)c2ccc(-n3cccn3)cc2)cc1,.,.,i,0.6,.,.,0%,20%,9%,.,.
CCCc1[nH]c(=O)c(C#N)c2c1COC(C)(C)C2,-2.2%,1,i,0.6,8,20,-4%,0.3%,-2%,-4%,-2%
COc1ccc2cc(CCNC(=O)c3ccc4c(c3)OCO4)c(=O)[nH]c2c1,-3.7%,1.1,i,1.5,0,2,5%,2.0%,1%,11%,8%
COc1ccc(C2CC(=O)c3ccccc3O2)cc1 (stereo unspecified),-2.1%,1.1,i,1.0,-8,-6,1%,4.3%,19%,-6%,-1%
CC(C)(C)c1ccc(-c2n[nH]c(=S)n2Cc2ccccc2)cc1,.,.,i,0.2,.,.,4%,?,1%,.,.

# Screens from PubChem BioAssay.
